12-LOX inh: blocks human arachidonate 12S-lipoxygenase; purified 12hLO, xylenol orange hydroperoxide absorbance; 580,000 compounds, 1.1% hits; P18054; Potency, µM (series often up to 108 µM), without a hit: at the highest dose activity change, negative = inhibition, actives largely listed as inhibitors; further: potency means the concentration at half of the fitted maximal effect; on the % scale 0 is the no-effect control and ±100 the full control effect
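Purified human 12hLO (150 nM final) in 25 mM Hepes, 0.01% Triton X-100, pH 7.0 was preincubated 15 min at room temperature with compound. Then 40 uM arachidonic acid was added, 30 min. Hydroperoxide was read by Fe-XO absorbance ratio 573/405 nm.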
ERG Ets-DNA blk: ERG Ets/DNA interaction inhibition. fluorescence polarization, His-ERG Ets domain / labelled DNA. 370,000 compounds, 0.028% hits. Potency, µM (highest dose often 76.9 µM), for inactives: top-dose FP activity, negative = inhibition, usual class: inhibitors. P11308; active means well fitted inhibition curve with a large enough effect in the polarisation, with a control signal flat; inconclusive means small, poorly fitted or top-dose-only effect, or effect the other way, or a change in a side signal; inactive means no such curve, though single readings can be large or run the other way; the % refers to the polarisation;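 further: polarization taken with two DNA probes labelled with fluorescein and Texas red; potency means the concentration at half of the fitted maximal effect; % of control where 0% means no effect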
Target sequence (P11308 whole entry, looked up, the tested form may be a part): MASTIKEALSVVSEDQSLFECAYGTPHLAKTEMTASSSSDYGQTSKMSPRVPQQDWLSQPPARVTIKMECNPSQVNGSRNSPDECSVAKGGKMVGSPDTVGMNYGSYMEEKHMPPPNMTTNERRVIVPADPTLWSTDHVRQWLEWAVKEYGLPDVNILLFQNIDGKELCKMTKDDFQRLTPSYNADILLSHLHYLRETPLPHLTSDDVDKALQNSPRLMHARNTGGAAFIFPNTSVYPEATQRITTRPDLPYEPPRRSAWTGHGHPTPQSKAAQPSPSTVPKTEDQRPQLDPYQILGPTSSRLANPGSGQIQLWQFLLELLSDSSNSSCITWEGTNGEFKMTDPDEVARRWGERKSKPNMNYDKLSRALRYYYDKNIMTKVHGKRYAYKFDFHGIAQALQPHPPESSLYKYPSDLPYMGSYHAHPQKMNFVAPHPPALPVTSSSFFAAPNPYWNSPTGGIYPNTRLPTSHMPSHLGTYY
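His-tagged ERG Ets domain (1 uM in the protein solution; 300mM KCl, 50mM Tris-HCl, 1mM EDTA, 1mM DTT, pH 7.5) received compound, then a probe mix of 5 nM fluorescein-DNA and 100nM Texas-615-DNA. Fluorescence polarization was read for both dyes.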
Glioma ERSR ind: ER stress response induction in glioma; 420,000 compounds, 0.02% hits; Potency, µM, without a hit: top-dose activation, hits mostly activators; U87-MG GRP78 promoter luciferase reporter, 16 h; further: potency means the concentration at half of the fitted maximal effect; series mostly up to about 76 µM; % of control where 0% means no effect; nearly all actives have a fitted effect of over 35% in size
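Stably transfected U87-MG glioma cells carrying a GRP78-based luciferase sensor; 16 h compound incubation. Luminescence end-point read 10 min after Bright-Glo addition at room temperature.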
D2 antagonist: antagonizes the human D2 dopamine receptor; inhibition, % at 10 µM; 340,000 compounds, 2% hits; P14416; HEK293 TREx D2 cells, calcium flux, dopamine EC80; in the data active means inhibition above about 30%; further: 0% is about no effect
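Calcium mobilization kinetics were recorded at 1 s intervals in tetracycline-induced HEK293 T-REx D2 cells, first for 180 s after compound addition and then 180 s after EC80 dopamine.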
Vif-APOBEC3F blk: inhibitors of Vif-A3F interaction. 390,000 compounds, 0.2% hits. Potency, µM (top dose mostly 46.1 µM), inactives show top-dose activity, negative = active. HeLa A3F-eYFP + Vif (tagged APOBEC3F with the HIV-1 protein that degrades it), YFP fluorescence increase; further: potency means the concentration at half of the fitted maximal effect; % of control where 0% means no effect; nearly all actives have a fitted effect of over 65% in size
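HeLa cells stably expressing Vif plus C-terminally eYFP-tagged A3F were seeded, incubated overnight at 37 deg C, dosed with compound, incubated overnight again at 37 deg C. Yellow fluorescence (Ex 488/Em 500-530) reported blocked Vif-mediated A3F-eYFP degradation.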
LDHA block: inhibitors of human lactate dehydrogenase A | purified LDHA, NADH/diaphorase-resazurin fluorescence; active compounds read low | AID 1347041 | P00338 | 480,000 compounds, 0.15% hits | activity change, % (values are at about 110 or 230 µM); in the data active means activity change below about -30%; inconclusive means mostly about -25% to -30%;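 further: plate controls were DMSO wells for no effect and wells without enzyme for full effect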
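Remaining NADH was detected by diaphorase (0.133 mg/mL) converting 37 µM resazurin to fluorescent resorufin, read at 0 and 20 minutes. The preceding 5-minute room-temperature reaction used 2 nM LDHA, 0.2 mM sodium pyruvate and 0.06 mM NADH at pH 7.4.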
D2 agonist: activates the human D2 dopamine receptor; HEK293 T-REx D2 cells, calcium flux agonist mode; 340,000 compounds, 0.53% hits; activation, % at 2 µM; P14416; AID 485358;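 active means activation over 3 SD above normal in the single-dose calcium agonist read, cut at about 30% in these data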; further: 0% is about no effect
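Calcium-flux readout, 1 cycle/sec over 180 s following compound pin transfer, in inducible HEK293 Trex D2 cells (force-coupled); dopamine controls included. Positive calcium responses during this window marked compounds as potential agonists.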
RGS4 inh: blocks human RGS4-accelerated GTP hydrolysis | Transcreener GDP fluorescence polarization, RGS4-accelerated GTP hydrolysis | AID 504845 | Potency, µM (series often up to 114 µM), without a hit: top-dose activity change, negative = inhibition, hits mostly inhibitors | P49798 | 390,000 compounds, 0.039% hits; further: potency means the concentration at half of the fitted maximal effect; on the % scale 0 is the no-effect control and ±100 the full control effect; nearly all actives have a fitted effect of over 75% in size; some results filed as inactive show a strong effect at the top dose
Target sequence (P49798 whole entry, looked up): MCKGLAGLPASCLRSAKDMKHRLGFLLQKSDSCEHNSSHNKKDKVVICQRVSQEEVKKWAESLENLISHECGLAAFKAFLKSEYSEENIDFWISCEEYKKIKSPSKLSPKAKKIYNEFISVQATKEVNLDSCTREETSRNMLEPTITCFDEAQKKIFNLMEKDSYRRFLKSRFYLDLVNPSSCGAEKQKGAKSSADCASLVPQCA
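MLSMR compounds (23 nl, pin-transferred) preincubated 10 min at room temperature with a 500nM (2x) first reagent, then RGS4 at 900nM (2x) plus Transcreener GDP mix added; fluorescence polarization (620/688 nm) read before and after 90 min at 30 °C.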
Vif-APOBEC3G blk: blocks the Vif interaction with human APOBEC3G | Q9HC16 | HeLa A3G-eYFP + Vif (tagged APOBEC3G with the HIV-1 protein that degrades it), YFP fluorescence, overnight | Potency, µM (top dose mostly 46.1 µM), for inactives: at the top dose activity, negative = active, actives largely listed as inhibitors | 410,000 compounds, 0.076% hits | AID 602310;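 further: potency means the concentration at half of the fitted maximal effect; on the % scale 0 is the no-effect control and ±100 the full control effect; nearly all actives have a fitted effect of over 60% in size; hits raise eYFP signal because A3G escapes Vif-driven loss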
Target sequence (Q9HC16 whole entry, looked up): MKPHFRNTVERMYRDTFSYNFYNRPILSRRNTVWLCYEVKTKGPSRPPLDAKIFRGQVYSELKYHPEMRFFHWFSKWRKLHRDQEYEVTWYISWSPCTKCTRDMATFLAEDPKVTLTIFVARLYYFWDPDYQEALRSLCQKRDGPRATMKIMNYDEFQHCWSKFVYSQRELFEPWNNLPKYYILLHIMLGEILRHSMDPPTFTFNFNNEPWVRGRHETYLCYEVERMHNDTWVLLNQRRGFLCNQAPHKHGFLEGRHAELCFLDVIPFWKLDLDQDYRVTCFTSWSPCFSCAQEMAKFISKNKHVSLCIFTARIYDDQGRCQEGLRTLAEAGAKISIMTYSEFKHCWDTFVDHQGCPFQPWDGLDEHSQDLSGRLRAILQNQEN
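HeLa cells stably expressing Vif and C-terminally eYFP-tagged A3G, seeded overnight at 37 deg C, then exposed to compound by pintool overnight at 37 deg C. Rise in yellow fluorescence (Ex 488/Em 500-530, Acumen) marks blocked Vif-driven A3G degradation.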
Numbers without * were called inactive; ? = inconclusive; · = no result given; & = joins results of further samples; [ ] = dose if it differs, or a comment. Unless noted, the call rests on the fitted dose curve; in most records, active means well fitted curve in the direction sought with a large enough effect; inconclusive means small, poorly fitted or top-dose-only effect, or another doubt; inactive means no such curve, though single readings can be large; an effect the other way counts as inactive or inconclusive. Only part of the results is shown; rates above refer to the full screens.

#	Structure	Vif-APOBEC3G blk	D2 antagonist	12-LOX inh	ERG Ets-DNA blk	LDHA block	Glioma ERSR ind	Vif-APOBEC3F blk	RGS4 inh	D2 agonist
1	O=C(O)CC12CC3CC(C1)CC(n1ncc(NCc4ccc(F)cc4Cl)c(Cl)c1=O)(C3)C2	-7%	·	-18%	-2%	-3	2%	0%	-11%	·
2	Cc1cc(C(=O)Nc2ccc(C(=O)O)cc2)c(-c2ccccc2)o1	-1%	3	0%	1%	-7	-4%	2%	30%	0.1
3	CCOc1ccccc1NC(=O)COC(=O)C1COc2ccccc2O1 (configuration not stated)	1%	·	38%[activator]	·	-1	-4%	-2%	·	·
4	CCOC(=O)c1c(-c2ccccc2)oc2ccc(NS(=O)(=O)c3ccc(C)cc3C)cc12	-7%	·	-54%	-1%	1	9%	-22%	-17%	0.4
5	CC(C)Sc1nc2ccccc2[nH]1	3%	·	-10%	-3%	1	2%	-2%	-4%	·
6	N/C(Cc1ccc([N+](=O)[O-])cc1)=N\OC(=O)C(c1ccccc1)c1ccccc1	-5%	12	17%	·	2	8%	1%	-11%	0.0
7	COCC(C)n1c(SCC(=O)Nc2oc(C)c3c(C)n[nH]c(=O)c23)nc2ccccc2c1=O (configuration not stated)	-2%	-5	-9%	2%	1	-2%	-3%	-12%	0.3
8	COC(=O)c1ccc(CSc2nc3c(cnn3-c3ccc(C)c(C)c3)c(=O)[nH]2)o1	1%	3	0%	-11%	-5	-3%	-10%	?	-0.5
9	CCN1CCN(C(=O)c2sc3ncnc(N4CCc5ccccc5C4)c3c2C)CC1	0%	-2	-12%	-1%	-4	0%	0%	-10%	0.6
10	Oc1ccccc1/C=N/NC(=S)NC1CC2CC1C1C=CCC21 (configuration not stated)	-16%	·	?	0%	-1	-1%	?	-16%	·
11	COc1ccc(-c2cc(C(=O)N3CCN(c4ccccc4)CC3)c3ccccc3n2)cc1	?	-5	-11%	8%	-1	1%	2%	-13%	4.4
12	CCOC(=O)C1=C(C)N(Cc2ccccc2)C(=O)NC1c1ccccc1OS(=O)(=O)c1ccccc1[N+](=O)[O-] (configuration not stated)	1%	·	-7%	-4%	0	-3%	-1%	3%	·
13	Cc1ccc(NC(=O)c2cccnc2C(=O)O)nc1	1%	11	31%[activator]	-1%	-2	4%	-4%	-13%	0.9
14	Cc1ccc(S(=O)(=O)Oc2ccccc2-c2ccccc2)cc1	-15%	·	-1%	10%	3	0%	6%	2%	·
15	CCN(CC)c1ccc(/C=N/OCC(=O)Nc2cccc(C)c2)cc1	-22%	-13	-12%	-6%	5	-3%	?	-3%	-0.5
16	CCOC(=O)c1cc(C(O)(C(F)(F)F)C(F)(F)F)c(/N=C/N(C)C)o1	-2%	9	5%	·	-1	-5%	11%	-20%	0.1
17	O=C1Nc2ccc([N+](=O)[O-])cc2OC1CCN1CCOCC1 (configuration not stated)	8%	-13	-9%	-10%	-10	-5%	0%	-2%	-2.5
18	CC(=O)Nc1cccc(C(=O)OC(C)C(=O)NC2CCCc3ccccc32)c1 (configuration not stated)	2%	-16	3%	7%	-7	3%	2%	-10%	-0.5
19	COC(=O)c1c(NC(=O)C2COc3ccccc3O2)sc2c1CCN(C(=O)OC)C2 (configuration not stated)	1%	·	0%	·	1	-4%	0%	·	·
20	O=C(CSc1nnc2ccccn12)NCCN1C(=O)CSC1=O	4%	-21	4%	10%	-1	3%	-4%	-8%	1.8
21	COC(=O)C1=NN(C(C)(C)CC(C)=O)C2C(=O)N(C3CCCCC3)C(=O)C12 (configuration not stated)	1%	-2	-5%	1%	-14	-1%	12%	23%	-0.1
22	CCCCCCn1c(=O)n2n(c1=O)[C@@H]1CN(S(=O)(=O)c3ccc(C)cc3)C[C@]1(O)[C@@H](OC(=O)Nc1cccs1)C2	-15%	·	0%	·	2	1%	-24%	·	·
23	Cc1cc(NC(=O)CSc2nc(Cc3ccc(O)cc3)c(C)[nH]2)no1	5%	-23	0%	1%	-3	1%	-3%	-3%[56.9 µM]	0.4
24	Cc1ccc(C(=O)NNC(=O)C2CCN(S(=O)(=O)c3ccc(C)cc3)CC2)cc1	1%	2	2%	-8%	-6	0%	6%	-19%	-0.4
25	COc1cc(/C=C2\SC(=S)N(C(C(=O)O)c3ccccc3)C2=O)ccc1O (configuration not stated)	-16%	1	-24%	151%[activator]	2	-4%	?	-9%	33*
26	COCCN(C(=O)c1ccccc1Oc1ccccc1)c1c(N)n(CC(C)C)c(=O)[nH]c1=O	1%	-6	?	15%	-12	-2%	-7%	9%	0.0
27	COc1cc(C(O)c2nc(-c3ccncc3)cs2)ccc1F (configuration not stated)	-1%	·	-16%	·	-4	3%	·	·	·
28	O=C(O)C1CSC(c2ccc(O)c([N+](=O)[O-])c2)N1 (configuration not stated)	-1%	-10	?	18%	-3	-2%	4%	-12%	-0.6
29	CCCCCCCC#Cc1ccccc1/C=N/S(=O)c1ccc(C)cc1 (configuration not stated)	-5%	22	·	0%	-2	1%&1%	5%	?	0.0
30	CCOCc1cc(CN2CCN(c3ccccc3OC)CC2)c(O)c2ncccc12	·	·	?	1%	10	·	·	-11%	-1.0

Nothing new here: an excerpt of the list.
#	Structure	Vif-APOBEC3G blk	D2 antagonist	12-LOX inh	ERG Ets-DNA blk	LDHA block	Glioma ERSR ind	Vif-APOBEC3F blk	RGS4 inh	D2 agonist
20	O=C(CSc1nnc2ccccn12)NCCN1C(=O)CSC1=O	4%	-21	4%	10%	-1	3%	-4%	-8%	1.8
21	COC(=O)C1=NN(C(C)(C)CC(C)=O)C2C(=O)N(C3CCCCC3)C(=O)C12 (configuration not stated)	1%	-2	-5%	1%	-14	-1%	12%	23%	-0.1

Along the list, quoted from above.
D2 agonist, entries 19–25, in order: ·, 1.8, -0.1, ·, 0.4, -0.4, 33*
ERG Ets-DNA blk, entries 19–25, in order: ·, 10%, 1%, ·, 1%, -8%, 151%[activator]

The list continues:
#	Structure	Vif-APOBEC3G blk	D2 antagonist	12-LOX inh	ERG Ets-DNA blk	LDHA block	Glioma ERSR ind	Vif-APOBEC3F blk	RGS4 inh	D2 agonist
31	O=C(CSc1nnnn1C1CCCC1)Nc1ccc2c(c1)OCCO2	-1%	11	1%[57.4 µM]	·	-9	4%	-5%	-18%	0.3
32	C[C@H](NS(=O)(=O)c1ccc(Cl)c(Cl)c1)C(=O)OCc1cc(=O)n2cc(Br)ccc2n1	-3%	-6	-29%	-9%	-9	-2%	-3%	10%	0.5
33	CCCCCCn1c(=O)n2n(c1=O)C[C@]1(OC(=O)NC3CC3)CN(S(=O)(=O)c3ccc(C)cc3)C[C@]1(O)C2	2%	·	?	·	-1	-1%	0%	·	·
34	O=c1[nH]c(C2CCCN(S(=O)(=O)c3ccccc3)C2)nc2c1nnn2Cc1ccc2c(c1)OCCO2 (configuration not stated)	-3%	-2	-3%	8%	-1	-2%	-2%	-9%	-0.7
35	Cc1cccc(-c2nc(CSCC(=O)NCCc3ccc(Cl)cc3)c(C)o2)c1	-3%	·	-3%	-2%	-5	-1%	-4%	6%	·
36	CCc1cccc(NC(=S)N2CCC(c3ccccc3)C2)c1 (configuration not stated)	-1%	-5	?	3%	-6	11%	2%	-9%	-1.0
37	Cc1cccc(NC(=O)Cn2nnc(C(=O)Nc3ccc(F)c(Cl)c3)c2N)c1	-1%&-3%	0	-5%&-15%	-4%&-4%	-8&-16	-1%&-4%	3%&0%	-5%&9%	0.6&1.5
38	CC(C)OCCCNC(=O)Cc1ccc(Br)cc1	12%	-7	-1%	9%	-2	3%	-1%	-8%	-1.0
39	Cc1ccc(-c2nc3c(C)cc(Br)cn3c2Cc2ccsc2)cc1	?	·	?	·	-1	4%	·	·	·
40	CC(C)C1N=C2c3ccccc3N=C(SCC(=O)NCCc3ccc(S(N)(=O)=O)cc3)N2C1=O (configuration not stated)	-1%	9	-8%	12%	2	-4%	·	-3%	0.7
41	CCOc1ccc(C(=O)Nc2ccc(S(=O)(=O)N3CCCCC3c3cccnc3)cc2)cc1 (configuration not stated)	0%	·	-23%	0%	-9	-6%	1%	8%	-1.5
42	Cc1cccc(C(=O)N2CCc3cc(CNC(=O)COc4ccc(Cl)cc4)ccc32)c1	0%	·	-23%	3%	-1	-5%	5%	-1%	·
43	Cc1ccc(S(=O)(=O)N(C)CC(=O)N2CCCCCCC2)cc1	-2%	-3	-17%	2%	-4	-3%	-3%	-11%	0.0

Ordered by value in ERG Ets-DNA blk (largest number first): three from the list above.
No.	SMILES	D2 antagonist	12-LOX inh	ERG Ets-DNA blk	LDHA block	Glioma ERSR ind	RGS4 inh
40	CC(C)C1N=C2c3ccccc3N=C(SCC(=O)NCCc3ccc(S(N)(=O)=O)cc3)N2C1=O (configuration not stated)	9	-8%	12%	2	-4%	-3%
36	CCc1cccc(NC(=S)N2CCC(c3ccccc3)C2)c1 (configuration not stated)	-5	?	3%	-6	11%	-9%
43	Cc1ccc(S(=O)(=O)N(C)CC(=O)N2CCCCCCC2)cc1	-3	-17%	2%	-4	-3%	-11%
